Screens from PubChem BioAssay.
aSyn yeast inh – qHTS of alpha-syn Inhibitors | Yeast expressing alpha-synuclein, growth rescue, BacTiter-Glo, 24 h | Potency, µM (titrated, usually from 46.1 µM), without a hit: top-dose growth rescue (activation), usual class: activators | 0.14% of 370,000 active | AID 652106, 2013; note: potency is the fitted concentration of half-maximal effect; % of control where 0% means no effect; nearly all actives have a fitted effect of over 65% in size
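Rescue of yeast growth: cells expressing toxic alpha-synuclein, induced in galactose at OD600 0.02, incubated with compound 24 h at 30 C. ATP luminescence quantified growth; inhibitors of toxicity appear as activators.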
EPAC1 agonist – qHTS for Agonist of cAMP-regulated guanine nucleotide exchange factor 3 (EPAC1): primary screen | Potency, µM (top dose mostly 154 µM), for the others: at the top dose activation, hits mostly activators | EPAC1 agonist qHTS, biochemical assay; response scale: 100% = response to 6.5 mM cAMP | Rap guanine nucleotide exchange factor 3 (Homo sapiens), O95398 | 0.073% of 360,000 active; note: potency is the fitted concentration of half-maximal effect; nearly all actives have a fitted effect of over 60% in size
Target sequence (O95398 whole entry, looked up): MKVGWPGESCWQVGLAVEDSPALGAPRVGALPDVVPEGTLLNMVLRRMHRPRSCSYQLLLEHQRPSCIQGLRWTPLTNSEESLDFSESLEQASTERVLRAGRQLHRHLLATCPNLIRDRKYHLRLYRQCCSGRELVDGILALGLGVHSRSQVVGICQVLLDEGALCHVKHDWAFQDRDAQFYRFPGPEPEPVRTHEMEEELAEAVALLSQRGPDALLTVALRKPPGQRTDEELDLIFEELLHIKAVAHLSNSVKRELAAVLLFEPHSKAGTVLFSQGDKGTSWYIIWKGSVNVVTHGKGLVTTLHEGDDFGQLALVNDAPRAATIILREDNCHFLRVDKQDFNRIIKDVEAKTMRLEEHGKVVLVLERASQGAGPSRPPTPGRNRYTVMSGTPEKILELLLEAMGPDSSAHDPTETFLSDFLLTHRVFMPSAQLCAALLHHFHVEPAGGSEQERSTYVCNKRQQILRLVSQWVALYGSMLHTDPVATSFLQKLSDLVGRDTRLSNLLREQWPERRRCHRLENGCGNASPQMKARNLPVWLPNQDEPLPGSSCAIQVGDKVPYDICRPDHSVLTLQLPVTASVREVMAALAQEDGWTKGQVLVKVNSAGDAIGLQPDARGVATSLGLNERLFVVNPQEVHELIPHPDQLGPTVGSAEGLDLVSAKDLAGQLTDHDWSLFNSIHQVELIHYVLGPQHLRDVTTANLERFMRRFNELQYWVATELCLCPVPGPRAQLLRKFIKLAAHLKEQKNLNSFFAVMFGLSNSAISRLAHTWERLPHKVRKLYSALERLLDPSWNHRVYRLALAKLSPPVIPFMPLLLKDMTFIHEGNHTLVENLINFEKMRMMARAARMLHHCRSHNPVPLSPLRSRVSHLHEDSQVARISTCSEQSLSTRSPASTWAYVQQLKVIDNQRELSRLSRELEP
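Nucleotide exchange assay: 100 nM EPAC1 with 250 nM Rap1B loaded with BODIPY-GDP and 50 uM GDP, room temperature. Fluorescence (480/540 nm) read every 5 min for 30 min; signal change normalized to 6.5 mM cAMP as full agonist.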
FUS yeast rescue – qHTS for Suppressors of FUS Proteinopathy: Primary screen using FUS-linked yeast assay; 0.24% of 390,000 active; S. cerevisiae FUS-expressing, growth rescue, OD600, 24 h; Potency, µM (series often up to 76.6 µM), for the others: at the highest dose growth rescue (activation), most hits filed as activators;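 note: potency is the fitted concentration of half-maximal effect; plate controls were DMSO vehicle for no effect and reference control for full effect; nearly all actives have a fitted effect of over 55% in size; some results filed as inactive show a strong effect at the top dose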
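Yeast FUS proteinopathy model; galactose-induced FUS (2%), starting OD 0.005. Cpds in dilution series, 24hr, 30C, 99% humidity. Abs 600 nm growth. Pos ctrl CP55940 (top 92uM final); neg ctrl DMSO.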
WRN inhibitor – qHTS for Inhibitors of WRN Helicase; Bifunctional 3'-5' exonuclease/ATP-dependent helicase WRN (Homo sapiens), Q14191; WRN helicase unwinding, fluorescent forked duplex, kinetic; Potency, µM (highest dose often 114 µM), without a hit: at the highest dose activity change, negative = inhibition, most hits filed as inhibitors; 0.46% of 360,000 active; note: potency is the fitted concentration of half-maximal effect; % is set by controls: 0 for no effect and ±100 for the full control effect; nearly all actives have a fitted effect of over 55% in size
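Enzyme (20 nM final) and test compound sit together 15 min at room temperature before substrate addition. Substrate is a single-forked duplex oligonucleotide (100 nM) labelled with fluorophore and quencher, with 2 mM ATP; helicase unwinding raises red fluorescence, read kinetically.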
IL-2 act – qHTS of IL-2 Activators; IL-2 activation reporter assay, cell-based qHTS; stimulated with anti-CD3/CD4/CD28 beads; in transgenic mouse T cells; activation, % (series mostly up to about 46 µM); 0.065% of 360,000 active; AID 652025, 2013; in the data active = activation above about 50%; inconclusive = mostly about 30% to 49%; note: 0% is about no effect
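Unstimulated transgenic mouse T cells preincubated 60 min with compound, then stimulated with anti-CD3/anti-CD4-coated beads plus anti-CD28 for 18 h at 37 degrees C. IL-2 response read as EGFP and DsRed fluorescence by plate cytometry.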
EPAC1 antag – qHTS for Antagonist of cAMP-regulated guanine nucleotide exchange factor 3 (EPAC1): primary screen | EPAC1 GEF assay, Rap1b-BODIPY-GDP exchange fluorescence | Potency, µM (top dose mostly 115 µM), without a hit: at the highest dose activity change, negative = inhibition, hits mostly inhibitors | 0.14% of 360,000 active | Rap guanine nucleotide exchange factor 3 (Homo sapiens), O95398;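 note: potency is the fitted concentration of half-maximal effect; plate controls were vehicle for no effect and positive control for full effect; nearly all actives have a fitted effect of over 50% in size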
PI5P4K alpha inh – qHTS for Inhibitors of phosphatidylinositol 5-phosphate 4-kinase (PI5P4K); Phosphatidylinositol 5-phosphate 4-kinase type-2 alpha (Homo sapiens), P48426; PI5P4Kalpha enzyme, ADP-Glo luminescence, 60 min; active compounds read low; max response, %; 1.2% of 330,000 active; AID 652105, 2013; active = max response of -50% or lower; inconclusive = between -30% and -50%; inactive = -30% or higher; note: value at the top dose of about 77 µM; % is set by controls: 0 for no effect and ±100 for the full control effect
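qHTS, 1536-well: enzyme/substrate mix, compound by pin tool, 5 microM ATP final; RT 60 min; ADP-Glo reagents 1 (45 min) then 2 (30 min); luminescence.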
PLK1 PBD block – qHTS for Inhibitors of PLK1-PDB (polo-like kinase 1 - polo-box domain): Primary Screen; Potency, µM, inactives show max response, negative = inhibition, actives largely listed as inhibitors; Plk1 PBD binding of FITC phosphopeptide, fluorescence polarization; Serine/threonine-protein kinase PLK1 (Homo sapiens), P53350; AID 720504, 2013; 2.8% of 360,000 active; note: potency is the fitted concentration of half-maximal effect; series mostly up to about 57 µM; % is set by controls: 0 for no effect and ±100 for the full control effect; nearly all actives have a fitted effect of over 65% in size
Abeta rescue – qHTS for compounds that reverse cellular toxicity of Amyloid beta (A-beta) peptide in yeast: Primary Screen. yeast expressing A-beta42, growth rescue, OD600, 48 h; response scale: 0% DMSO, 100% iron-clioquinol control. Potency, µM (doses to about 46.1 µM), for the others: top-dose growth rescue, hits mostly activators. 0.063% of 410,000 active. AID 1347071, 2019; note: potency is the fitted concentration of half-maximal effect; nearly all actives have a fitted effect of over 55% in size
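Growth rescue measured by 600 nm absorbance after 48 h yeast culture at 30 C with compound. Values normalized between DMSO and an equimolar ferric chloride plus clioquinol control.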
Active calls of the source: *; u = inconclusive; x = not tested or not shown; & = joins results of further samples; [ ] = remark or other dose. Unless noted, calls come from the whole dose curve; as a rule, active = well fitted curve in the direction sought with a large enough effect; inconclusive = small, poorly fitted or top-dose-only effect, or another doubt; inactive = no such curve, though single readings can be large; an effect the other way counts as inactive or inconclusive.

SMILES	aSyn yeast inh	EPAC1 agonist	FUS yeast rescue	WRN inhibitor	IL-2 act	EPAC1 antag	PI5P4K alpha inh	PLK1 PBD block	Abeta rescue
N#Cc1nc(-c2ccccc2)oc1N1CCCCC1	0%	5%	12%	7%	-0.7	-8%	x	-7%	-11%
OCCN1CCN(C(=S)c2ccc(Br)cc2)CC1	8%	-3%	x	-13%	-0.2	0%	4	6.7µM*	u
Cn1cnc(S(=O)(=O)N2CCCCC2c2cc(C(=O)Nc3ccccc3Cl)no2)c1 (stereo not given)	-3%	5%	12%	-3%	-0.7	-12%	1	-7%	4%
CCOC(=O)CSc1cccc2cccnc12	-3%	6%	-12%	-8%	-1.4	-3%	-7	13µM*	21%
CC1=CCC(COC(=O)Nc2ccccc2)CC1 (stereo not given)	0%	8%	-9%	-6%	0.0	-11%	10	2%	9%
CC(C)NC(=S)N/N=C/c1sc(N2CCCCC2)nc1-c1cccs1	-8%	3%	10%	-8%	1.1	16%	7	-24%	1%
COc1cc2c(cc1OC)C(C(=O)NCC1COc3ccccc3O1)C(c1cccnc1)N(C)C2=O (stereo not given)	-1%	8%	6%	-4%	4.4	-1%	7	-4%	17%
O=C1NC(=O)/C(=C\c2ccccc2OCc2ccccc2)S1	1%	0%	-2%	-13%	0.7	-14%	-4	u	2%
O=C(Nc1nc2c(s1)CCCC2)c1cccc(S(=O)(=O)N2CCCc3ccccc32)c1	20%	8%	x	-24%	-0.8	-26%	0	-6%	11%
Cc1cc(-c2ccc(S(=O)(=O)NCc3ccc(F)cc3)cc2)on1	6%	-4%	-4%	-5%	-2.4	-11%	-7	3%	-3%
S=c1[nH]nc(COc2ccc(Cl)cc2)n1-c1ccc(Cl)cc1	1%	2%	2%	-5%	-1.0	u	0	u	u
COCC(C)n1c(C)cc(C(=O)CSc2ncccn2)c1C (stereo not given)	-7%	10%	1%	8%	-1.4	-14%	2	-15%	-1%
CCN(CC)S(=O)(=O)c1cc(C(=O)Nc2ccncc2)ccc1Cl	1%	3%	7%	-10%	-1.8	3%	x	-2%	-20%
Cc1cc(=O)n2nc(N3CCC(C(=O)Nc4c(F)c(F)c(F)c(F)c4F)CC3)sc2n1	-5%	8%	32%	-3%	0.0	20%	0	1%	7%
CCOC1CCCc2oc(-c3ccc(N(C)C)cc3)c(C(=O)OC)c21 (stereo not given)	-10%	-12%	13%	2%	-0.5	10%	-1	-2%	-28%
Cc1nc(N/N=C/c2ccc(O)cc2)c2cnn(-c3ccccc3)c2n1	-6%	-11%	-10%	-20%	-0.3	-20%	-1	3%	-9%
Cc1cccc(OCC(=O)N2CCC3(CC2)CC(=O)c2ccccc2O3)c1	7%	-5%	21%	6%	2.2	-19%	-1	-1%	15%
COc1cccc(-c2cc3nc(NCc4ccc5occc5c4)n(C)c(=O)c3s2)c1	25%	-8%	-8%	-10%	0.0	15%	26	7%	-3%
Cc1cccc(C)c1NC(=O)COC(=O)c1ccc([N+](=O)[O-])o1	-21%	-5%	-23%	-5%[11.6 µM]	-4.8	-14%	1	-10%	-86%[inhibitor]
CC(=O)Nc1ccc(S(=O)(=O)NN=Cc2ccc(Cl)c(Cl)c2)cc1	-2%	9%	38%	-8%	-0.4	-6%	-4	-24%	u
CCOc1ccc(NC(=S)N2CCCN(Cc3cc(C)ccc3C)C2)cc1	-1%	12%	-7%	-7%	-0.5	-12%	5	-1%	5%
Cc1cccc(OCC(=O)N(Cc2cccs2)C2CCS(=O)(=O)C2)c1C (stereo not given)	-4%	3%	-3%	-7%	0.3	-3%	2	-2%	11%
Cc1ccc(C(=O)Nc2cccc(S(=O)(=O)N3CCCCC3)c2)cc1[N+](=O)[O-]	3%[1.84 µM]	-6%	13%	-6%	-0.7	0%	-7	0%	2%
CC(=O)c1ccc(Nc2nc(C(N)C3CCCCC3)cs2)cc1 (stereo not given)	-6%	-11%	33%	2%	-0.7	-8%	2	-11%	2%
O=C(CSc1nnc(-c2ccc(F)cc2)o1)N1CCN(C(=O)c2ccco2)CC1	2%	10%	-12%	-7%	-0.7	2%	x	-7%	-26%
Cc1c(NC(=O)C(C)Sc2nnc(-c3ccccc3)o2)c(=O)n(-c2ccccc2)n1C (stereo not given)	-4%	1%	-7%	-1%	0.1	-11%	-1	-29%	-3%
COc1ccc(CNC(=O)CSc2nnc3c(n2)[nH]c2ccc(OC)cc23)cc1	1%	-4%	2%	-14%	0.7	-3%	6	-15%	-6%
CNc1nc(Nc2ccc(C)c(Cl)c2)c2cnn(C)c2n1	1%	5%	33%	-17%	-3.7	2%	x	-2%	-46%[inhibitor]
COC(=O)C1=C(C)N(Cc2ccccc2)C(=NCCc2ccccn2)N[C@H]1c1cccc(C(F)(F)F)c1	0%&2%	-1%	23%	2%	-0.4	-12%	-1	-12%	-8%
O=C(O)c1cccc(-n2nnnc2SCc2ccccc2Cl)c1	10%	-4%	12%	-1%	-0.9	4%	-21	-3%	9%
COc1cc(C#N)c(NC(=O)CN2CCN(CCO)CC2)cc1OC	-2%	8%	19%	-4%	-1.7	-1%	0	-9%	-16%
Nc1cccc(-c2cc(-c3ccccc3)nc(-c3cccc(N)c3)n2)c1	6%	13%	27%	-29%[57.1 µM]	0.7	6%	1	0%	12%
O=C(COc1ccc(Br)cc1)Nc1ccc(N2CCOCC2)cc1N1CCOCC1	-1%	13%	-3%	-2%	-0.3	7%	1	-10%	5%
Cc1ccccc1C(=O)N1CCC(C(=O)OCc2nc(N)nc(Nc3ccccc3)n2)CC1	-1%	-11%	12%	5%	-0.7	2%	-1	-2%	-15%
Cc1cccc(NC(=O)c2nc[nH]c2C(=O)NCc2ccccc2)c1	-7%	-16%	-14%	5%	-0.2	-7%	30	-9%	12%
COCC(=O)N1CCC(Oc2ccc(C(=O)N[C@H](C(=O)OC)C(C)C)cc2)CC1	1%	0%	3%	-4%	1.4	15%	-3	5%	-2%
CCCCCCn1c(=O)n2n(c1=O)[C@@H]1CN(S(=O)(=O)c3ccc(C)cc3)C[C@]1(O)[C@@H](OC(=O)NCc1ccc(OC)c(OC)c1)C2	11%	-5%	22µM*	-7%	-1.2	-30%	2	-21%	8%
Cc1ccc(Cn2c(O)c(N=NC(=S)Nc3ccccc3F)c3cc(S(=O)(=O)N4CCOCC4)ccc32)cc1	-5%	-14%	38%	5%	2.6	7%	-1	5%	5%
Cc1ccc(S(=O)(=O)N=S(CC2CC2(Cl)Cl)CC2CC2(Cl)Cl)cc1 (stereo not given)	-1%	-1%	34%	3%	-0.5	-26%	x	-9%	14%
Cc1cc(C)c(S(=O)(=O)N2CCCOC2CNC(=O)C(=O)NCc2cccs2)c(C)c1 (stereo not given)	10%	-4%	x	-3%	1.4	-16%	0	4%	14%
COC(=O)c1cccc(NC(=O)c2cc3ccccc3o2)c1	-4%	9%	8%	-3%	-0.5	-6%	-2	-15%	-35%[inhibitor]
COCCN(C(=O)CSc1nnc2cc(C)c3ccccc3n12)c1c(N)n(Cc2ccccc2)c(=O)[nH]c1=O	-4%	-2%	x	10%	-3.4	-4%	2	1%	4%
CCCCNC(=O)c1cc2nc(-c3ccc(OC)cc3)cc(C(F)(F)F)n2n1	5%	2%	10%	-2%	-2.4	-18%	10	-15%	-9%
COc1ccc2c(c1)c(CC(=O)Nc1cc(C)ccc1C)c(C)n2C(=O)c1ccc(Cl)cc1	-1%	9%	16%	-21%	-0.1	-2%	13	4%	17%
COc1ccc(C(=O)Nc2ccccc2C(=O)N/N=C/c2ccccc2OC)cc1	-17%	5%	8%	-9%	4.4	-35%	-1	u	-34%[inhibitor]
CCc1ccc(N2CN=c3s/c(=C\c4ccccc4)c(=O)n3C2)cc1	1%	2%	0%	-6%	-4.0	-7%	3	1%	-4%
CC(C)(C)C(=O)Nc1nc2cc3c(cc2s1)OCO3	-8%	7%	7%	-10%	-0.7	4%	-4	-3%	3%
COC(=O)C1=C(CCc2ccccc2)NC(=O)NC1c1ccc(Br)cc1 (stereo not given)	-1%	9%	-12%	2%	-1.6	-7%	-1	-26%	10%
O=C(CCCn1c(=S)[nH]c2cc3c(cc2c1=O)OCO3)N1CCN(c2ccc(Cl)cc2)CC1	x	6%	2%	1%	-0.3	7%	1	-5%	10%
CCN(C(=O)CCN1C(=O)c2ccccc2C1=O)C1CCCCC1	14%	5%	-3%	-4%	-1.9	-3%	x	-9%	-5%
OCCCc1nc2ccccc2n1CCOc1ccccc1	1%	-5%	21%	-7%	-2.0	6%	x	1%	7%
O=c1[nH]cc(I)cc1I	5%	-7%	-33%	7%	-1.4	-13%	-2	-5%	2%
CO/N=C/C1C(=O)NN=C1c1ccccc1 (stereo not given)	12%	-3%	-8%	2%	-0.6	20%	3	4%	-8%
O=c1cc(-c2ccccc2)ss1	-17%	8%	-29%	-15%	-0.8	-6%	-16	12µM*	-6%
O=S(=O)(c1ccc2c(c1)CCCN2)N1CCCC1	2%	15%	-10%	-1%	2.4	3%	-1	-7%	10%
O=C(O)c1cc(S(=O)(=O)N2CCCC2)ccc1Br	u	-6%	4%	4%	-1.6	14%	x	-9%	15%
